High-throughput results as filed in PubChem.
PKA-R1A activ: activators of PKA-R1A holoenzyme, primary screen, biochemical, fluorescence polarization, Cy5-IP20, bovine R1A, mouse PKAc. PKA-R1A dissociation; scaled: DMSO 0%, 113 µM cGMP 100%. activation, % at 11.4 µM. 340,000 tested, 0.083% active. AID 504707, 2011;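 active = percent activation above the mean of all tested compounds plus 3 SD, cut at about 19% in these data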;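 also: higher means more PKAc released from R1A so a rise in polarization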
PKA-R2B activ: activators of PKA-R2B holoenzyme, primary screen, biochemical, fluorescence polarization, Cy5-IP20, human; cAMP-dependent protein kinase catalytic subunit beta (Homo sapiens) + cAMP-dependent …; PKA-R2B holoenzyme dissociation; R2B truncated from residue 108, S112A mutant; 0% DMSO only, 100% 113 µM cGMP; activation, % at 11.4 µM; 340,000 tested, 0.079% active;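 active = activation above a cutoff set at the mean over all compounds plus 3 SD, cut at about 18% in these data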;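 also: higher means more holoenzyme dissociation and a rise in polarization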
Arr AP2 block: inhibitors of beta-arrestin/AP2 binding, primary screen, biochemical, GPCR trafficking, flow cytometry. FITC-arrestin peptide / GST-AP2 beads; AP2 beta2 appendage carries R879A mutation. inhibition, % at 10 µM. 340,000 tested, 0.31% active. AID 504490, 2011;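 active = inhibition above a set limit, near 3 SD of compounds lacking own fluorescence, cut at about 54% in these data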;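 also: plate controls were DMSO wells for no effect and 5 µM unlabelled arrestin peptide for full effect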
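System: GST-AP2 R879A bound to glutathione beads, E. coli-expressed. Also added: 50 nM FITC-arrestin peptide. Schedule: compound with beads 12 min RT, then probe 1 h RT. Signal: bead flow cytometry, FITC channel. Read-out basis: percent response.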
DSG3 Ab inh: inhibitors of pemphigus antibody binding to DSG3, primary screen, biochemical, bead-based, flow cytometry, scFv-GFP | Desmoglein-3 (Homo sapiens), P32926 | DSG3-coupled beads, scFv-anti-DSG3-GFP binding; active compounds read low | binding (percent of control), % at 10 µM | 310,000 tested, 0.48% active;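 active = binding more than 3 SD below its plate's average and above zero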;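 also: hits lower antibody fragment binding to DSG3; some compounds called inactive have numbers as strong as hits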
CDK5 p35 inh: inhibitors of human CDK5/p35 kinase, primary screen, biochemical, single concentration; Cyclin-dependent kinase 5 (Homo sapiens) + Cyclin-dependent kinase 5 activator 1 (Homo …; Recombinant CDK5/p35, ADP-Glo luminescence, 60 min; inhibition, % at 10 µM; 330,000 tested, 0.01% active; AID 488839, 2010;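 active = highest replicate inhibition of at least 50% and at least 75% of replicates reaching 50%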;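 also: plate controls were DMSO neutral control for no effect and GW8510 at 10 µM for full effect; many of its hits are not listed in these tables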
SR-BI uptake up: activators of SR-BI mediated DiI-HDL uptake, primary screen, ldlA[mSR-BI] CHO cells, DiI fluorescence | 3 h; 100 = double the neutral-control signal | activation, % at 12.5 µM | 320,000 tested, 0.096% active | AID 504775, 2011;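 active = mean replicate activation of at least 60% and every replicate at or above 60%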;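 also: 0% = median plate neutral-control signal and 100% = twice that signal; values of inactives mirror those of a sister screen read the other way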
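Material: SR-BI-overexpressing, LDLR-lacking CHO cells; schedule: compound exposure 3 h, 37 °C; reagent: DiI-labelled HDL at 10 µg/mL final; technique: bottom-read fluorescence, 550/595 nm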
MITF act: activators of MITF-driven TRPM1 promoter reporter, primary screen, cell-based, SK-MEL-5, luciferase, single point. SK-MEL-5 TRPM1-promoter luciferase, 24 h; % of positive control, neutral wells = 0. activation, % at 12.5 µM. 300,000 tested, 0.75% active. AID 588334, 2011;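 active = mean activation of at least 80% with every replicate also reaching 80%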;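 also: 0% = neutral control wells and 100% = parthenolide positive control wells; values of inactives mirror those of a sister screen read the other way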
SUMO Mot1 rescue: yeast Mot1-301 growth rescue at high temperature, primary screen, SUMOylation pathway inhibitor project, S. cerevisiae, ATP luminescence, 38.5C; S. cerevisiae Mot1-301 growth rescue; percent above DMSO median, 100 means doubled; 320,000 tested, 1% active; growth rescue, % at 18.8 µM;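 active = every valid replicate shows activation above 250% relative to neutral control wells; inactive = the rest, any valid replicate at or below 250%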;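 also: OY570 slx delta 5 strain wells were the positive control but not used for scaling; some compounds called inactive have numbers as strong as hits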
NSD2 HMT inh: NSD2 histone methyltransferase inhibitors, primary screen, biochemical, AlphaScreen, single concentration, set 2. Histone-lysine N-methyltransferase NSD2 (Homo sapiens), O96028. NSD2 peptide methylation, 120 min. inhibition, % at 12.5 µM. 310,000 tested, 0.54% active; in the data active = inhibition above about 50%
SR-BI DiI inh: inhibitors of SR-BI mediated HDL lipid uptake, primary screen, ldlA[mSR-BI] cells, fluorescence, single point | Scavenger receptor class B member 1 (Mus musculus), Q61009 | ldlA[mSR-BI] CHO cells, DiI-HDL uptake fluorescence, 3 h | inhibition, % at 12.5 µM | 320,000 tested, 0.96% active | AID 488896, 2010;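 active = mean replicate inhibition of at least 70% and a set share of replicates each scoring 70 or more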;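 also: 0% = median of neutral control wells and 100% = median of positive control wells; values of inactives mirror those of a sister screen read the other way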
Target sequence (Q61009 whole entry, looked up): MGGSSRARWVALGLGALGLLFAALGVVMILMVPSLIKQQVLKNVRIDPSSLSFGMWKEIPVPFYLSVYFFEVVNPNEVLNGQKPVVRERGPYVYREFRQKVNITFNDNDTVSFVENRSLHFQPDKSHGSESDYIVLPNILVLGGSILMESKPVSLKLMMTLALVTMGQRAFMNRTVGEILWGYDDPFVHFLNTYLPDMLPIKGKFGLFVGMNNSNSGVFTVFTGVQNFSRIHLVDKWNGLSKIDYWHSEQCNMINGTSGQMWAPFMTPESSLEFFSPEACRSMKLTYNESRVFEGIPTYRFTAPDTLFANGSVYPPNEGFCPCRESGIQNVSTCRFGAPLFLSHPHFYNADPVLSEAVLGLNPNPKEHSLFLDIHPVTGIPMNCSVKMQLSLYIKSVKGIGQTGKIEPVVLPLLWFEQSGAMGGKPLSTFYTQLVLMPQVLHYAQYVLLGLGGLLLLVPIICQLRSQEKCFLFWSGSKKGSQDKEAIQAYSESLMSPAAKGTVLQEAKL
dFosB activator: activators of delta FosB homodimer, primary screen, biochemical, fluorescence polarization, TAMRA-CDK5 oligo, single point; Protein FosB (Mus musculus), P13346; purified delta FosB; percent of positive-control signal above neutral wells; activation, % at 25 µM; 340,000 tested, 0.99% active;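 active = mean activation above about 17%, with every replicate also reaching it, limit read from the data, passing the limit was not always enough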;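 also: fluorescence polarization rise as delta FosB binds a TAMRA Cdk5 AP-1 oligo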
Target sequence (P13346 whole entry, looked up): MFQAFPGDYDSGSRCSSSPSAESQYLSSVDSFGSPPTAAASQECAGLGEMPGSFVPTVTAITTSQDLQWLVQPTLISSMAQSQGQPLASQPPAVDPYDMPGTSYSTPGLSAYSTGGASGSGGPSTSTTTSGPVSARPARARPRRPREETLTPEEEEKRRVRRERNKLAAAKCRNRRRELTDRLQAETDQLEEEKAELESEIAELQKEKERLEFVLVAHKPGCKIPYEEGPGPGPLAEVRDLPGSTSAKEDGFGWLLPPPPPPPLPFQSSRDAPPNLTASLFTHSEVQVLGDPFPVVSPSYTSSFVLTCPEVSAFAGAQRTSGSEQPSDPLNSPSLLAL
An asterisk follows results filed as active; / = not tested or not shown.

SMILES | PKA-R1A activ | PKA-R2B activ | Arr AP2 block | DSG3 Ab inh | CDK5 p35 inh | SR-BI uptake up | MITF act | SUMO Mot1 rescue | NSD2 HMT inh | SR-BI DiI inh | dFosB activator
COc1ccc(S(=O)(=O)NCC2CCCN(C(=O)C3CCCC3)C2)cc1 (centres undefined) | -2 | -12 | 13 | 100 | -6.9 | 13 | 3 | 0 | -1 | -13 | -1
CCOc1ccccc1NC(=O)CS(=O)(=O)c1cn(CC(=O)N2CCOCC2)c2ccccc12 | -1 | 0 | 3 | 101 | 2.5 | -30 | 6 | -11 | -1 | 30 | -3
Cc1ccc(S(=O)(=O)N(C)C)cc1NC(=O)COC(=O)c1sc2cc(Cl)ccc2c1Cl | -16 | -6 | -5 | 86 | 0.9 | -3 | -7 | -12 | -1 | 3 | -3
O=C(CN1C(=O)C2CCCCC2C1=O)Nc1nc2ccc(F)cc2s1 (centres undefined) | 7 | 1 | 35 | / | 17 | 10 | -2 | -20 | 0 | -10 | -5
CCCOc1ccc(/C(CC)=N/NC(=O)C2(C)CC2(Br)Br)cc1 (centres undefined) | 1 | -7 | 2 | 114 | -0.2 | 1 | 12 | -10 | -4 | -1 | -6
COc1cc(C(=O)Nc2cccc(-c3nc4cc(C)ccc4o3)c2)cc(OC)c1OC | -11 | -10 | 8 | 102 | 2.3 | / | 24 | 4 | 38 | / | -13
COc1cc2c(cc1OC)C(C(=O)Nc1cc(C)c(OC)c(C)c1)CC(=O)N2 (centres undefined) | 1 | 2 | -4 | 92 | 0.0 | 3 | / | 69 | 0 | -3 | -1
Fc1cccc(CCN2CCNC[C@@H]2CC2CCCCC2)c1 | 7 | -11 | 11 | 102 | -0.4 | 22 | 19 | 63 | / | -22 | -5
Cc1ccc(OCC(=O)NNC(=O)Cn2nnc(-c3ccccc3)n2)cc1 | -4 | 1 | 2 | 99 | -5.4 | 24 | -4 | -7 | 3 | -24 | -6
O=S(=O)(NCC(c1cccnc1)N1CCN(Cc2ccccc2)CC1)c1ccc(Cl)cc1 (centres undefined) | -10 | 0 | -1 | 110 | 0.9 | 12 | -11 | 37 | 2 | -12 | -7
CN(C)CCN1CC(O)=C(c2nc3ccccc3s2)C1=N | 5 | -7 | 6 | 108 | -1.1 | / | 4 | 471 | 13 | / | -5
Cc1cc(NC(=O)C2CCCO2)ccc1Br (centres undefined) | -8 | 3 | 31 | 93 | -0.8 | 21 | 5 | 3 | -1 | -21 | 8
CCc1ccc(OCC(=O)N/N=C2\CC(=O)c3ccccc32)cc1 | -6 | 6 | 16 | 97 | 2.1 | 14 | / | -24 | 4 | -14 | -12
CCOc1ccccc1CNC(=O)c1cc2occc2n1C | -7 | 4 | 3 | 106 | 0.0 | / | 5 | 294 | / | / | -5
COc1ccc(NC(=O)C(C)N(c2ccc(C)cc2)S(C)(=O)=O)c(OC)c1 (centres undefined) | 6 | 0 | 4 | 107 | 0.1 | -7 | 7 | -7 | 0 | 7 | -10
O=C(CC1CCCCC1)NCc1ccccc1Cl | -6 | 1 | -20 | 115 | 0.5 | 1 | 41 | 0 | -3 | -1 | -7
O=C(NCc1ccc(OC(F)(F)F)cc1)c1cccc2c1C(=O)c1ccc(N3CCCC3)cc1S2(=O)=O | -2 | -3 | 20 | 140 | 1.5 | -4 | 7 | -12 | / | 4 | -4
CCC(C)c1ccccc1N1CC(C(=O)NCCc2ccc(OC)c(OC)c2)CC1=O (centres undefined) | -2 | -3 | 10 | 100 | 0.6 | -31 | -6 | -11 | 0 | 31 | -7
CN(Cc1nc2c(s1)CCCC2)C(=O)CCc1nnc(-c2ccc3c(c2)OCO3)o1 | 0 | 1 | -3 | 103 | 1.9 | / | 7 | -6 | -5 | / | -7
CC1CCC(NC(=O)Nc2cccs2)CC1 (centres undefined) | 7 | 3 | -4 | 98 | -1.9 | 32 | / | -16 | 2 | -32 | -7
CCCCOc1ccc(NC(=O)c2cc(F)c(F)cc2Cl)cc1 | -1 | -6 | 0 | 110 | 0.9 | -33 | 15 | 2 | -1 | 33 | 0
Cc1cc(NC(=O)COc2ccccc2)n(-c2ccccc2)n1 | -13 | -6 | -4 | 99 | 0.5 | -12 | -11 | -12 | 6 | 12 | 4
CN(C)c1ccc(NC(=O)CN2C(=O)c3ccccc3C2=O)cc1 | 10 | -5 | 20 | 103 | 0.3 | -9 | 15 | 9 | -7 | 9 | -2
COc1ccc(CCC(=O)Nc2ccc(S(=O)(=O)N3CCCC3)cc2)cc1OC | -1 | -15 | -9 | 101 | 1.5 | 3 | 12 | 14 | -1 | -3 | -5
Cc1nc2ccccc2c(=O)n1NCc1cc(Br)cs1 | -14 | -6 | -2 | 105 | -1.7 | 6 | 4 | -10 | -1 | -6 | 3

(continued)
SMILES | PKA-R1A activ | PKA-R2B activ | Arr AP2 block | DSG3 Ab inh | CDK5 p35 inh | SR-BI uptake up | MITF act | SUMO Mot1 rescue | NSD2 HMT inh | SR-BI DiI inh | dFosB activator
CCc1nnc(NC(=O)COc2ccc(N(C)S(=O)(=O)c3ccc(C)cc3)cc2)s1 | 9 | -7 | -3 | / | 0.8 | -21 | -10 | / | 4 | 21 | -16
COc1ccc(C)cc1-n1nnnc1SCC(=O)Nc1cc(C)on1 | -3 | -7 | 0 | 106 | -1.6 | 14 | 5 | -10 | 1 | -14 | -5
CCc1ccc(C(=O)COC(=O)CCc2nc3ccccc3c(=O)[nH]2)cc1 | 8 | 0 | 0 | 95 | -2.0 | 6 | -5 | -7 | 7 | -6 | -3
Cc1nccn1CC(=O)N/N=C/c1cccc(O)c1 | 3 | -13 | -11 | 100 | 0.8 | 10 | -12 | 75 | 1 | -10 | 5
Cc1c(C(=O)NCCSCc2ccc(Cl)cc2Cl)cccc1[N+](=O)[O-] | 8 | -2 | 14 | 107 | 1.9 | / | 0 | -12 | 1 | / | -2
COc1ccc(C2(c3ccc(OC)cc3)NC(=O)N(CC(=O)NC3CCCC3)C2=O)cc1 | 1 | -1 | 6 | 114 | 0.0 | 4 | 3 | 2 | 0 | -4 | -4
Cc1ccccc1/C=C/c1nc2ccccc2c(=O)[nH]1 | 0 | -7 | 2 | 95 | 0.4 | / | 40 | -16 | 2 | / | -13
COc1ccc(-n2cnc3sc4c(c3c2=O)CCCC4)cc1 | -2 | -5 | -1 | 101 | -0.4 | -37 | 20 | 7 | 2 | 37 | -24
C[C@@H]1ON(C)[C@H]2C[C@H]3c4cc(N5CCOCC5)ccc4CCN3C(=O)[C@@H]12 | -4 | 0 | 11 | 97 | 1.4 | 1 | 1 | / | / | -1 | -3
O=C1NC(c2ccccc2Cl)=N/C1=C/c1ccco1 | 8 | -5 | 34 | 91 | 0.6 | -6 | 67 | -3 | 2 | 6 | 1
CCC(CC)c1nnc(NC(=O)C2CCCO2)s1 (centres undefined) | 2 | 0 | 13 | / | 0.5 | 8 | 7 | -17 | -1 | -8 | 0
CN(C)S(=O)(=O)c1cccc(C(=O)Nc2ccc(Cl)cn2)c1 | -8 | -6 | -8 | 104 | 2.6 | -8 | 64 | -16 | -1 | 8 | -10
O=C(NNc1ccccn1)c1ccccc1CC[N+](=O)[O-] | 2 | -2 | 25 | 101 | 0.9 | 2 | 11 | 16 | 8 | -2 | -2
COC(=O)c1ccc(CN(C)S(=O)(=O)c2cccs2)cc1 | -7 | 7 | -2 | 94 | -2.6 | / | 38 | 13 | 2 | / | -5
CCCC(=O)NCc1ccc2c(c1)cc(C)n2C | -12 | -4 | 6 | / | 0.1 | -19 | / | 3 | 3 | 19 | -9

9 successive entries out of the list so far, for reference:
SMILES | PKA-R1A activ | PKA-R2B activ | Arr AP2 block | DSG3 Ab inh | CDK5 p35 inh | SR-BI uptake up | MITF act | SUMO Mot1 rescue | NSD2 HMT inh | SR-BI DiI inh | dFosB activator
Cc1nccn1CC(=O)N/N=C/c1cccc(O)c1 | 3 | -13 | -11 | 100 | 0.8 | 10 | -12 | 75 | 1 | -10 | 5
Cc1c(C(=O)NCCSCc2ccc(Cl)cc2Cl)cccc1[N+](=O)[O-] | 8 | -2 | 14 | 107 | 1.9 | / | 0 | -12 | 1 | / | -2
COc1ccc(C2(c3ccc(OC)cc3)NC(=O)N(CC(=O)NC3CCCC3)C2=O)cc1 | 1 | -1 | 6 | 114 | 0.0 | 4 | 3 | 2 | 0 | -4 | -4
Cc1ccccc1/C=C/c1nc2ccccc2c(=O)[nH]1 | 0 | -7 | 2 | 95 | 0.4 | / | 40 | -16 | 2 | / | -13
COc1ccc(-n2cnc3sc4c(c3c2=O)CCCC4)cc1 | -2 | -5 | -1 | 101 | -0.4 | -37 | 20 | 7 | 2 | 37 | -24
C[C@@H]1ON(C)[C@H]2C[C@H]3c4cc(N5CCOCC5)ccc4CCN3C(=O)[C@@H]12 | -4 | 0 | 11 | 97 | 1.4 | 1 | 1 | / | / | -1 | -3
O=C1NC(c2ccccc2Cl)=N/C1=C/c1ccco1 | 8 | -5 | 34 | 91 | 0.6 | -6 | 67 | -3 | 2 | 6 | 1
CCC(CC)c1nnc(NC(=O)C2CCCO2)s1 (centres undefined) | 2 | 0 | 13 | / | 0.5 | 8 | 7 | -17 | -1 | -8 | 0
CN(C)S(=O)(=O)c1cccc(C(=O)Nc2ccc(Cl)cn2)c1 | -8 | -6 | -8 | 104 | 2.6 | -8 | 64 | -16 | -1 | 8 | -10

Compounds as they come. Share with any hit: about 4.7%.
